# Source: PubChem
# S3 lipid droplet: qHTS Assay for Lipid Storage Modulators in Drosophila S3 Cells. Drosophila S3 cells, BODIPY lipid droplet fluorescence, 18-24 h; cells fed with added oleic acid. lipid storage change, negative = inhibition, % at the top dose, mostly 46.1 µM; hits show Potency in µM. 320,000 tested, 0.64% active; active = well fitted inhibition curve with a large enough effect in the signal ratio, with a control signal flat, not every such curve was filed as active; inconclusive = small, poorly fitted or top-dose-only effect, or effect the other way, or a change in a side signal; the % refers to the signal ratio
#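 Drosophila S3 cells got compounds at several concentrations plus oleic acid (400 uM solution). Laser-scanning cytometry with 488 nm excitation read lipid droplets at 500-530 nm and cells at 575-640 nm. Percent activity was relative to 20 uM Triacsin C.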
# S3 lipid droplet cell count max: recorded beside S3 lipid droplet, whose call it bears; cell number change, %; measured here: cell count max response;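 cells counted by Cell Tracker Red CMTPX staining in the red channel; peak over a dose series mostly up to 46.1 µM; percent activity relative to internal control wells on each plate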
# Numbers without * were called inactive; i = inactive; ? = inconclusive; / = not tested or not shown; & = joins results of further samples. % is set by controls: 0 for no effect and ±100 for the full control effect; potency is the fitted concentration of half-maximal effect. A portion of the library; rates above refer to the full screens.
S3 lipid droplet	S3 lipid droplet cell count max	molecule
-1%	-1	CC(=O)NC(Cc1ccccc1)C(=O)N1CCN(C(=O)c2cccs2)CC1 (stereo not given)
?	/	O=c1cc(CO)occ1OCc1c(F)cccc1Cl
?	/	CC(C)(C)c1ccc(O)c(/C=N\O)c1
206%	16	CCOc1cccc(N2C(=O)CC(N3CCN(c4ccc(S(=O)(=O)CC)cc4)CC3)C2=O)c1 (stereo not given)
?	/	c1ccc(CCN2CN(CCCN3CCOCC3)c3nc4ccccc4n3C2)cc1
i	16	CCC1(CC)Cc2ccccc2C(Nc2c(C)n(C)n(-c3ccccc3)c2=O)=N1
?	/	Cn1c(=O)c(Oc2cc(Cl)cc(Cl)c2)nc2ccccc21
22%	24	O=S(=O)(Nc1ccc2ccccc2n1)c1ccccc1
?	/	CCS(=O)(=O)c1ccc(-c2cccc(NC(=O)COc3ccc(Cl)cc3)c2)nn1
20%	-2	O=C(/C=C/c1ccccc1)N1CCN(Cc2nc3ccccc3c(=O)[nH]2)CC1
i	1	O=C(Nc1ccc(S(=O)(=O)Nc2nccs2)cc1)c1ccc(F)cc1
?	/	COc1cccc(CC(=O)OCC(=O)N(C)CC(=O)Nc2ccc(Cl)c(C(F)(F)F)c2)c1
?	/	CCOc1ccc(CN2CCNC(=O)C2CC(=O)NCCN2CCOC2=O)cc1 (stereo not given)
3%	3	Cc1ccc(OCC(=O)Nc2ccc(N3CCOCC3)cc2)cc1
?	/	CN=C(Nc1cc(C)nn1CCC#N)c1ccccc1
3%	11	Cc1cc(NS(=O)(=O)c2ccc(NC(=O)C(C)Oc3cc(C)c(Cl)c(C)c3)cc2)no1 (stereo not given)
i	/	COC(=O)C1CCN(C(=O)Cn2nnc(-c3cccc(F)c3)n2)CC1
?	/	Cc1ccccc1NC(=S)NNC(=O)c1ccncc1
10%	2	COc1ccc(NC(=S)N2CCC(N(C)CC3CCCO3)CC2)cc1 (stereo not given)
-2%	/	O=C(Cc1cccc2ccccc12)NCC(=O)Nc1ccccc1F
23%	5	CC(C)(C)c1nc(SCC(=O)NCc2ccco2)c2ccccc2n1
?	/	N#Cc1ccc(-c2ccccc2)nc1SCCN1CCOCC1
-7%	1	CCN(CC)CCCNC(=O)/C=C/C(=O)O
?	/	CCOc1ccc(CCNC(=O)c2cccc(N3CCCC3=O)c2)cc1OCC
?	/	Cc1ccc(S(=O)(=O)NN2C(=O)/C(=C\c3ccc(Cl)cc3)SC2=S)cc1
?	/	Cc1cc(=O)oc2c3c(cc(OCC(=O)NCCC(=O)O)c12)OC(C)(C)CC3
3%	1	COC(=O)c1sc(NC(=S)NC(=O)c2ccccc2F)nc1C
?	/	O=C(O)c1cc2cccc(S(=O)(=O)N3CCOCC3)c2cc1O
i	9	Cc1nc2ccccn2c1C(=O)N/N=C/c1ccccc1Cl
?	/	Cc1ccc(-c2noc(CCC(=O)NCCN3CCOCC3)n2)cc1
?	/	CCN(Cc1ccccc1)C(=O)CC(=O)N(CC)Cc1ccccc1
-1%&15%	-8&9	CC1CNCCN1S(=O)(=O)c1cccc2cnccc12 (stereo not given)
?	/	COCCn1c(SCC(=O)Nc2cccc(OC)c2)nc2c(oc3ccccc32)c1=O
4%	-12	Cc1c(C)n(CCN(C)C)c2ncnc(NCc3ccccc3)c12
i	-17	CC(=O)n1cc([C@H]2C=C(C(=O)N3CCN(Cc4ccc5c(c4)OCO5)CC3)O[C@@H](OCCCCO)C2)c2ccccc21
?	/	CCCCCNC(=O)c1cc(S(=O)(=O)N2CCCC2)ccc1F
i	/	COc1cc(C(=O)N/C(=C\c2cn(S(=O)(=O)N(C)C)c3ccccc23)C(=O)N2CCCC2)cc(OC)c1OC
-14%	-7	O=C1C2C3c4ccccc4C(c4ccccc43)C2C(=O)N1c1nc(-c2ccccc2)cs1 (stereo not given)
?	/	Cc1cc2c(C)c(C)c(=O)[nH]c2cc1N
?	/	CCOC(=O)CCC(=O)NNC(=O)COc1ccc(C(C)C)cc1Br
11%	-1	CC(Sc1ccccc1)C(=O)NN=C1CCCC1 (stereo not given)
?	/	Cc1ccc2c(c1)nnn2C1CCN(C(=O)NCc2ccccc2)CC1
?	/	COc1ccc(C)cc1NS(=O)(=O)c1ccc(Br)s1
7%	4	COc1cccc(OC)c1OCCCc1c(C)n[nH]c1C
?	/	COCCCNC(=O)c1cc(C(=O)c2c(-c3c(Cl)cccc3Cl)noc2C)c[nH]1
i	-8	Cc1cccc(C(C)C)c1NC(=O)c1cc2ccccc2o1
i	/	O=C(CN1CCC(Cc2ccccc2)CC1)N1CCc2ccccc2C1
i	32	Cc1ccc(-c2nc3ccccc3[nH]2)cc1NC(=O)c1ccc2c(c1)OCO2
?	/	COc1ccccc1-c1nc(SCC(=O)Nc2ccccc2)n[nH]1
?	/	CC1(c2ccccc2)CC(C)(C)N(C(=O)c2cc([N+](=O)[O-])cc([N+](=O)[O-])c2)c2ccccc21 (stereo not given)

# Additional entries follow.
S3 lipid droplet	S3 lipid droplet cell count max	molecule
3%	-6	COc1ccc(NC(=O)c2ccc(=O)oc2)cc1
i	/	CCOC(=O)NC(c1cccc(Cl)c1)C1CCCCCC1=O (stereo not given)
?	/	CCC(CC)C(=O)Nc1cccc(S(=O)(=O)c2cccc(NC(=O)C(CC)CC)c2)c1
8%	20	CC1(C)Cc2c(cnn2-c2cccc(F)c2)C(NC(=O)c2ccc(=O)[nH]n2)C1 (stereo not given)
i	-13	CCC(=O)Nc1ccc(NC(=O)c2oc3ccccc3c2C)cc1
?	/	CC(=O)Nc1ccc(C(=O)n2cnc3cc(C)c(C)cc32)cc1
11%	1	CN1CCN(C(=O)CN2C(=O)CC(C)(C)S(=O)(=O)c3ccccc32)CC1
?	/	CCc1ccccc1NC(=S)N(CCN1CCOCC1)Cc1ccccc1F
?	/	N#Cc1ccccc1OCC(=O)N(Cc1nnc(-c2ccccc2Cl)o1)C1CC1
0%	-27	CCN(CC)CCCC(C)Nc1c2ccc(Cl)cc2nc2ccc(OC)cc12 (stereo not given)
-13%	0	CC1(C)NC(=O)NC2(C)NC(=O)NC(C)(C)C12 (stereo not given)
?	/	O=C(Cc1ccccc1)NC1CCN(Cc2ccccc2)CC1
?	/	CC(=O)N1CCN(S(=O)(=O)c2ccc(Cl)cc2F)CC1
?	/	Cc1ccc(NC(=S)N2CCC(NC(=O)c3ccc(F)cc3)CC2)cc1
?	/	Cc1c(Br)c(C(F)(F)F)nn1CC(=O)N(C)C1CCCCC1
?	/	O=C(O)c1ccc(NC(=S)NC(=O)c2ccc3ccccc3c2)cc1
?	/	CCOC(=O)c1sc2nc(NC(=O)COc3ccccc3)sc2c1C
?	/	CC(C)Cc1nc(N2CCC(C(N)=O)CC2)c2nnn(Cc3ccccc3)c2n1
?	/	CCOC(=O)N1CCN(c2c(-c3ccc(C(C)C)cc3)c(=O)c2=O)CC1
-27%	-12	COC(=O)/C(C#N)=C/c1c(N2CCN(Cc3ccc4c(c3)OCO4)CC2)nc2c(C)cccn2c1=O
15%	25	O=C(c1cc(S(=O)(=O)N2CCOCC2)ccc1Cl)N1CCc2ccccc2C1
-15%	0	CCOC(=O)C1(CCCc2ccccc2)CCN(C(=O)C2=C(C)OCCO2)CC1
i	17	O=c1nc2sc3ccccc3n2c(=O)n1-c1cccc(Cl)c1
?	/	Cc1ccccc1NC(=O)c1cc2c(=O)n3cccc(C)c3nc2s1
?	/	O=C(NCCc1ccccc1)C1CCN(S(=O)(=O)N2CCCC2)CC1
?	/	CCOc1ccc(C(C)NC(=O)c2cccc(F)c2)cc1 (stereo not given)
-19%	0	Cc1csc(NC(=O)CCCC(=O)c2ccccc2)n1
?	/	O=C(COC(=O)CNS(=O)(=O)c1ccc(F)c(F)c1F)Nc1ccc(OC(F)F)cc1
?	/	COc1ccc(NS(=O)(=O)c2ccc3c(c2)CCC(=O)N3)cc1O
6%	5	CC(=O)c1cc(-c2ccccc2)[nH]c1N1CCCC1

# Taken from above.
# S3 lipid droplet cell count max with CCN(CC)CCCNC(=O)/C=C/C(=O)O reads 1
# S3 lipid droplet cell count max with Cc1nc2ccccn2c1C(=O)N/N=C/c1ccccc1Cl reads 9
# S3 lipid droplet with Cc1c(C)n(CCN(C)C)c2ncnc(NCc3ccccc3)c12 reads 4%

# New compounds follow.
S3 lipid droplet	S3 lipid droplet cell count max	molecule
?	/	O=C(CSc1nnc(-c2cccnc2)n1Cc1ccco1)Nc1cccc(O)c1
?	/	Clc1ccc(-c2nnc3sc(Cc4cccs4)nn23)c(Cl)c1
?	/	COc1ccc(C(CNC(=O)c2cc3ccccc3cc2OC)N2CCCC2)cc1 (stereo not given)
?	/	CCCSc1nc(O)c(C2OC(=O)c3c2ccc(OC)c3OC)c(=O)n1C (stereo not given)
7%	9	O=C(O)c1ccccc1SCC(=O)N1CCOCC1
15µM*	-6.0*	COc1ccc(C(=O)Nc2ccccc2N2CCN(C(=O)c3ccccc3)CC2)cc1Br
13%	-29	CCC(=O)N1CCc2cc(Br)cc(S(=O)(=O)CCC(=O)N(CC)CC)c21
?	/	CCOc1cccc(C(=O)NNC(=O)CCC(=O)O)c1
?	/	CC(C)CCN1CC(C(=O)N2CCN(c3ccc(F)cc3)CC2)CC1=O (stereo not given)
?	/	O=C(O)/C(=C\c1ccc(C(F)(F)F)cc1)c1ccc(S(=O)(=O)N2CCCC2)s1
-3%	-11	COc1ccccc1/C=N/NC(=O)CC(=O)NCc1ccccc1
?	/	Cc1cc(C)c(C#N)c(SCC(=O)CC(=O)OC(C)C)n1
-35%	-11	CC1CCCCC12NC(=O)N(CC(=O)OCC(=O)N(C)C1CCCCC1)C2=O (stereo not given)
i	-9	Cc1nc2sc3c(c2c(=O)n1/N=C/c1ccco1)CCCC3
39%	0	CC(=O)NC(=S)Nc1ccccc1C(=O)NC1CCCCC1
13%	/	CCOc1ccc(N2C(=O)CC(N(CCc3ccc(OC)c(OC)c3)C(=O)/C=C/C(=O)O)C2=O)cc1 (stereo not given)
-8%	-10	O=C(Oc1ccc2ccccc2c1Br)N1CCCCCC1
?	/	COc1ccc(OC)c(N2C(N)=C(C#N)C(c3ccc(OC)c(O)c3)C3=C2CC(C)(C)CC3=O)c1 (stereo not given)
-6%	-22	CCOC(=O)N1CCN(C(=O)CCCn2c(=S)[nH]c3ccsc3c2=O)CC1
8%	-1	O=C(NCc1ccccc1)C(c1ccc(F)cc1)N(Cc1cccs1)C(=O)c1cnccn1 (stereo not given)

# By substructure: the entries above with a tert-butyl group (2)
S3 lipid droplet	S3 lipid droplet cell count max	molecule
?	/	CC(C)(C)c1ccc(O)c(/C=N\O)c1
23%	5	CC(C)(C)c1nc(SCC(=O)NCc2ccco2)c2ccccc2n1

# The results go on.
S3 lipid droplet	S3 lipid droplet cell count max	molecule
?	/	O=C(NCC1CCCO1)c1cnn2c(C(F)F)cc(C3CC3)nc12 (stereo not given)
?	/	Cc1ccc(NC(=O)c2cccc(S(=O)(=O)N3CCN(C)CC3)c2)cc1F
?	/	Cn1c(-c2c(N)n(C3CCCC3)c3nc4ccccc4nc23)nc2ccccc21
i	2	CCOC(=O)C1CCN(S(=O)(=O)c2ccc(CC)cc2)CC1
9%	-1	CCOC(=O)c1[nH]c2ccccc2c1NC(=O)NC(C)C
6%	1	CCOC(=O)CN1C(=O)CN(c2ccc(C)cc2)C1=O
i	29	CCCn1nc(C(=O)Nc2ccc(S(=O)(=O)Nc3nccs3)cc2)c2ccccc2c1=O
?	/	COc1ccc(N(C(=O)Cn2nnc(-c3ccc(F)cc3)n2)C(C)C(=O)NC2CCCC2)cc1OC (stereo not given)
?	/	COc1ccc2cc(CN(Cc3ccco3)Cc3nnnn3C3CCCCC3)c(=O)[nH]c2c1
?	/	Cc1cc(C(=O)N2CCCC(N3CCN(c4ccccc4C)CC3)C2)n(C)n1 (stereo not given)

# In a second layout: results already given
Structure | S3 lipid droplet | S3 lipid droplet cell count max
O=C(Nc1ccc(S(=O)(=O)Nc2nccs2)cc1)c1ccc(F)cc1 | i | 1
COc1cccc(CC(=O)OCC(=O)N(C)CC(=O)Nc2ccc(Cl)c(C(F)(F)F)c2)c1 | ? | /
CCOc1ccc(CN2CCNC(=O)C2CC(=O)NCCN2CCOC2=O)cc1 (stereo not given) | ? | /
Cc1ccc(OCC(=O)Nc2ccc(N3CCOCC3)cc2)cc1 | 3% | 3
CN=C(Nc1cc(C)nn1CCC#N)c1ccccc1 | ? | /
Cc1cc(NS(=O)(=O)c2ccc(NC(=O)C(C)Oc3cc(C)c(Cl)c(C)c3)cc2)no1 (stereo not given) | 3% | 11

# Next section:
S3 lipid droplet	S3 lipid droplet cell count max	molecule
?	/	O=C(O)C1C2CCC(C2)C1C(=O)NCCc1ccc(F)cc1 (stereo not given)
i	23	CC(C)c1ccc(N(C(=O)c2csnn2)C(C(=O)NC2CCCC2)c2ccncc2)cc1 (stereo not given)
5%	11	CSc1ccccc1OCc1cc(C(=O)N(Cc2nccn2C)C(C)C)no1
?	/	Cn1c(/C=C(\C#N)C(N)=S)ccc1-c1ccc(Br)cc1
0%	2	Cn1ccnc1SCC(=O)c1ccc(Cl)cc1
-20%	10	Cc1ccc(-c2ccc(/C=N/NC(=O)Cc3nnc(N)s3)o2)cc1Cl
-3%	9	COc1ccc(C(NC(=O)CNC(C)=O)C(=O)Nc2ccc3c(c2)OCCO3)cc1 (stereo not given)
i	/	c1ccc(OCc2nc3ccccc3s2)cc1
-3%	-6	COc1ccc(OCCn2c(N)nc3ccccc32)cc1
?	/	O=C(Nc1cccc(F)c1)N1CCN(C/C=C/c2ccccc2)CC1
-1%	12	O=C(CCS(=O)(=O)c1cccc2nsnc12)N1CC(=O)N(CCc2ccccc2)C(=O)C1
